Phagocytosis inh: inhibitors of macrophage phagocytosis; 110,000 compounds, 0.07% hits; J774A.1 macrophage IgG-bead phagocytosis, imaging; inhibition, % at 5 µM;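 active = inhibition above the mean of the plate negative controls plus 5 SD, cut at about 13% in these data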;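 also: phagocytic index as fraction of beads internalized from green versus red external bead signal; plate controls were DMSO negative control for no effect and cytochalasin-D positive control for full effect; some results beyond the cut were filed as inactive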
NPY Y2 blocker: NPY-Y2 (human) receptor antagonism; NPY-Y2 expressing cells, antagonist mode; P49146; inhibition, % at 2.7 µM; 140,000 compounds, 0.99% hits; in the data active = inhibition above about 17%;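 also: 0% = vehicle with agonist challenge and 100% = reference antagonist with challenge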
Target sequence (P49146 whole entry, looked up): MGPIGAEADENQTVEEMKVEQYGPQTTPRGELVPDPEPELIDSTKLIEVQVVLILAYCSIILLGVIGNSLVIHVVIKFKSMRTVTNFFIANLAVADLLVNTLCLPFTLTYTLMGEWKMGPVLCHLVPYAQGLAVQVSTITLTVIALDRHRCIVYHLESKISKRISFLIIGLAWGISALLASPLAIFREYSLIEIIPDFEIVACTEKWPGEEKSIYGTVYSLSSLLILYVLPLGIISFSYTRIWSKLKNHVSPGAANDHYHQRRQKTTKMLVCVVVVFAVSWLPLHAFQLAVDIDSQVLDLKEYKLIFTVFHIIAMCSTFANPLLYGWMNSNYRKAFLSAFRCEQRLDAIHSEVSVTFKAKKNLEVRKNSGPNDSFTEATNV
BB579 growth dn: reduces growth of yeast BB579 in restrictive medium; S. cerevisiae BB579 growth, OD615, 48 h; inhibition, % at 10 µM; 140,000 compounds, 0.51% hits; AID 804;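 active = inhibition above a set limit, 3 SD over the mean compound inhibition, cut at about 44% in these data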; also: inactives centre near -24
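test system = yeast BB579 (DeaD) | buffer or medium = restrictive CSMM-D medium | doses = single compound dose of 10 µM, 0.25% DMSO final | times = 4 h preincubation and 48 h exposure at 30 °C | technique = culture absorbance at 615 nm | benchmarks = amphotericin B 10 µg/mL, positive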
E-sel TNF inh: TNF alpha driven E-selectin expression inhibition; HUVEC TNFa-induced E-selectin immunofluorescence, high content; 120,000 compounds, 0.71% hits; inhibition, % at 2 µM; AID 1246;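 active = inhibition above the batch mean plus 3 SD, and confirmed as a hit on visual image review, cut at about 43% in these data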;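 also: 0% = TNF-stimulated DMSO wells and 100% = unstimulated control wells; not every result past the cut was called active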
Yeast lifespan up: yeast lifespan extension; S. cerevisiae growth with nicotinamide, OD615; deaD strain in restrictive glucose medium; inhibition of the nicotinamide effect, % at 10 µM; 130,000 compounds, 0.68% hits; AID 775;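 active = inhibition above a set limit, placed 3 SD over the median of all compounds, cut at about 26% in these data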;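 also: 0% = nicotinamide-treated wells and 100% = cells grown without nicotinamide; some compounds called inactive have numbers as strong as hits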
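Buffer or medium: CSMM-D glucose medium, restrictive; test system: modified budding yeast, DeaD strain; compound: single dose 10 µM compound, 0.25% DMSO; schedule: culture preincubation 4 h, compound exposure 48 h, both 30 °C; detection: optical density (absorbance) at 615 nm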
PTEN del growth: PTEN-deleted cell growth suppression | HCT116 PTEN-null viability, CellTiter-Glo, 60 h; stronger effect = lower value | viability, % at 10 µM | 140,000 compounds, 1.2% hits | AID 827;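 active = viability at or below a set limit, 4 SD under the median of all tested compounds, cut at about 3.7% in these data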;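 also: PTEN knockout HCT116 line with beta catenin targeted HCT116 as companion control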
HCT116 bCat-KO: beta-catenin-lacking colon tumor cell growth suppression; HCT116 beta-catenin knockout viability, CellTiter-Glo, 60 h; stronger effect = lower value; viability, % at 10 µM; 140,000 compounds, 1.5% hits;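 active = viability at or under a set limit, the compound median less 4 SD, cut at about 6% in these data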;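 also: 0% = Hyamine 1622 control at 20 µM and 100% = untreated cell control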
GALR2 antag: GALR2 (human) receptor antagonism; O43603; GALR2-expressing cells, antagonist mode; inhibition, % at 4 µM; 140,000 compounds, 0.39% hits; in the data active = inhibition above about 27%;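 also: cells stimulated with galanin 1-16 at roughly its EC80; 0% = agonist challenge control and 100% = basal control without agonist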
Target sequence (O43603 whole entry, looked up): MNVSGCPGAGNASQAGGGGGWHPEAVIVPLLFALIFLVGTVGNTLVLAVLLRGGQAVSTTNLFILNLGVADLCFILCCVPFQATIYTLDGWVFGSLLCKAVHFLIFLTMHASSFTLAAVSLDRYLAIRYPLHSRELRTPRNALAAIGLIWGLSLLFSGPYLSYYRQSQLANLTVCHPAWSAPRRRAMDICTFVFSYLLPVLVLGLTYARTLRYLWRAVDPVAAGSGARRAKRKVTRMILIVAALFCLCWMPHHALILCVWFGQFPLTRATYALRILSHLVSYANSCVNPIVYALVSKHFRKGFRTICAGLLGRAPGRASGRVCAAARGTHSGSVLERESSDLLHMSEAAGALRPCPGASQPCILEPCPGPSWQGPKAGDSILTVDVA
MRP1 act: activates MRP-1; H69AR cells + doxorubicin, viability rescue, CellTiter-Glo; viability increase, % at 10 µM; 140,000 compounds, 0.61% hits; AID 799;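 active = viability gain under doxorubicin at or above a set limit, the compound median plus 3 SD, cut at about 4.7% in these data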;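 also: MRP-1 overexpressing cells given doxorubicin 25 µM after compound pretreatment; 18-22 h compound pretreatment then 72 h with doxorubicin before readout; 0% = doxorubicin-only wells and 100% = vehicle-treated cells without doxorubicin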
Measles CPE: protection of cells from measles virus; Measles virus-infected cells, CPE protection, absorbance; protection (pct of control), % at 4 µM; 140,000 compounds, 1.5% hits; AID 841; in the data active = protection mostly above about 24%, no sharp cut-off; inactive = mostly below about 26%; also: some compounds called inactive have numbers as strong as hits
* marks the source's active call; other numbers are inactive results.

Results for COC(=O)CC(NC(=O)c1ccc(C)cc1)c1ccc2c(c1)OCO2 (centres undefined) ?
Phagocytosis inh: -1; NPY Y2 blocker: 1; BB579 growth dn: -24; E-sel TNF inh: -15; Yeast lifespan up: -7; PTEN del growth: 107; HCT116 bCat-KO: 100; GALR2 antag: -15; MRP1 act: -0.7; Measles CPE: 10

Results for CCOC(=O)C(Cc1c[nH]c2ccccc12)NC(=O)CNC(C)=O (centres undefined) ?
Phagocytosis inh: 0; NPY Y2 blocker: 0; BB579 growth dn: 3; E-sel TNF inh: -4; Yeast lifespan up: -16; PTEN del growth: 98; HCT116 bCat-KO: 100; GALR2 antag: -2; MRP1 act: -2.4; Measles CPE: 5

What do the screens show for `O=C(c1ccc(Br)cc1)N1CCCC1`?
Phagocytosis inh: 0; NPY Y2 blocker: 2; BB579 growth dn: -4; E-sel TNF inh: 5; Yeast lifespan up: -5; PTEN del growth: 88; HCT116 bCat-KO: 87; GALR2 antag: 8; MRP1 act: -0.9; Measles CPE: 4

Results for CC(C)c1ccc(S(=O)(=O)N2CCN(CCC(=O)Nc3ccc(N(C)C)cc3)CC2)cc1 ?
Phagocytosis inh: 2; NPY Y2 blocker: 0; BB579 growth dn: -27; E-sel TNF inh: 3; Yeast lifespan up: -5; PTEN del growth: 89; HCT116 bCat-KO: 87; GALR2 antag: -21; MRP1 act: -0.7; Measles CPE: 28

What do the screens show for `CCCNC(=O)c1ccc(SC)cc1OC`?
Phagocytosis inh: 0; NPY Y2 blocker: 2; BB579 growth dn: -19; E-sel TNF inh: -28; Yeast lifespan up: -7; PTEN del growth: 87; HCT116 bCat-KO: 91; GALR2 antag: 9; MRP1 act: -2.9; Measles CPE: 11

Results for CC[C@@H](C)[C@H](NC(=O)OC(C)(C)C)c1nnc(S(=O)(=O)Cc2cc(C)ccc2C)o1 ?
Phagocytosis inh: -1; NPY Y2 blocker: 1; BB579 growth dn: -48; E-sel TNF inh: 13; Yeast lifespan up: 0; PTEN del growth: 3.8*; HCT116 bCat-KO: 2.8*; GALR2 antag: 1; MRP1 act: -1.1; Measles CPE: 1

Results for COc1ccc[nH]c1=O ?
Phagocytosis inh: 0; NPY Y2 blocker: 3; BB579 growth dn: -27; Yeast lifespan up: -9; PTEN del growth: 106; HCT116 bCat-KO: 106; GALR2 antag: 4; MRP1 act: 0.7; Measles CPE: 5

Results for CN(C)CCN1C(=O)C(O)=C(C(=O)c2cc3ccccc3o2)C1c1cccc(Br)c1 (centres undefined) ?
NPY Y2 blocker: 1; BB579 growth dn: -14; E-sel TNF inh: 8; Yeast lifespan up: -1; PTEN del growth: 95; HCT116 bCat-KO: 78; GALR2 antag: 2; MRP1 act: -0.3; Measles CPE: 4

Results for C=CCN(c1ccccc1OC)S(=O)(=O)c1cccc(C(=O)OCC(=O)c2c[nH]c3ccccc23)c1 ?
Phagocytosis inh: -9; NPY Y2 blocker: 1; BB579 growth dn: -29; Yeast lifespan up: 1; PTEN del growth: 56; HCT116 bCat-KO: 59; GALR2 antag: 5; MRP1 act: -1.7; Measles CPE: 13

What do the screens show for `COc1cc2c(cc1OC)CN(C(=O)C(C)(C)C)CC2`?
Phagocytosis inh: 0; NPY Y2 blocker: -1; BB579 growth dn: -29; E-sel TNF inh: 20; Yeast lifespan up: -12; PTEN del growth: 86; HCT116 bCat-KO: 96; GALR2 antag: -14; MRP1 act: -0.5; Measles CPE: 3

How did Cc1ccc(NCc2nnc(SCC(=O)c3ccc4c(c3)OCCO4)o2)c(C)c1 do in these assays?
Phagocytosis inh: -1; NPY Y2 blocker: 4; BB579 growth dn: -27; E-sel TNF inh: -7; Yeast lifespan up: -13; PTEN del growth: 75; HCT116 bCat-KO: 72; GALR2 antag: 13; MRP1 act: -0.7; Measles CPE: 12

How did COc1cccc2c(=O)n(CC(=O)N3CCC(C)CC3)ccc12 do in these assays?
Phagocytosis inh: 0; NPY Y2 blocker: 1; BB579 growth dn: 10; E-sel TNF inh: 12; Yeast lifespan up: -2; PTEN del growth: 66; HCT116 bCat-KO: 70; GALR2 antag: 1; MRP1 act: -0.1; Measles CPE: 13

What do the screens show for `COc1ccc(C(=O)CSc2nnc(-c3cc(C)on3)o2)cc1`?
Phagocytosis inh: -3; NPY Y2 blocker: 6; BB579 growth dn: -2; Yeast lifespan up: -5; PTEN del growth: 101; HCT116 bCat-KO: 90; GALR2 antag: -4; MRP1 act: -1.4; Measles CPE: 16

What do the screens show for `CCc1nc(N)nc(N)c1-c1ccc(Cl)cc1`?
NPY Y2 blocker: 2; BB579 growth dn: -58; Yeast lifespan up: 8; PTEN del growth: 25; HCT116 bCat-KO: 27; GALR2 antag: 3; MRP1 act: -0.6; Measles CPE: 22

How did Cc1cc(C)n(CCO)c(=O)n1 do in these assays?
Phagocytosis inh: 0; NPY Y2 blocker: -1; BB579 growth dn: 3; E-sel TNF inh: 35; Yeast lifespan up: -6; PTEN del growth: 98; HCT116 bCat-KO: 99; GALR2 antag: -14; MRP1 act: 0.5; Measles CPE: 3

How did Cc1cc(F)ccc1S(=O)(=O)Nc1ccccc1C(=O)Nc1ccccc1N1CCOCC1 do in these assays?
NPY Y2 blocker: 0; BB579 growth dn: -44; E-sel TNF inh: -18; Yeast lifespan up: -8; PTEN del growth: 77; HCT116 bCat-KO: 81; GALR2 antag: -2; MRP1 act: -3.0; Measles CPE: 2

How did O=c1[nH]c2ccccc2n1CCCSCCCn1c(=O)[nH]c2ccccc21 do in these assays?
Phagocytosis inh: -1; NPY Y2 blocker: 2; BB579 growth dn: -54; E-sel TNF inh: -3; PTEN del growth: 26; HCT116 bCat-KO: 21; GALR2 antag: 8; MRP1 act: -0.9; Measles CPE: 12

What do the screens show for `NNc1nc2c(Cl)cccc2s1`?
Phagocytosis inh: -2; NPY Y2 blocker: -1; BB579 growth dn: -22; Yeast lifespan up: -8; PTEN del growth: 90; HCT116 bCat-KO: 84; GALR2 antag: 18; MRP1 act: -1.7; Measles CPE: 11

What do the screens show for `C(=N\Nc1nc(N2CCOCC2)nc(N2CCOCC2)n1)/c1cccnc1`?
Phagocytosis inh: 0; NPY Y2 blocker: 1; BB579 growth dn: -22; E-sel TNF inh: 23; Yeast lifespan up: -6; PTEN del growth: 98; HCT116 bCat-KO: 89; GALR2 antag: -4; MRP1 act: -0.1; Measles CPE: 7

Results for Nc1ncnc2nc(N3CCN(C(=O)c4ccccc4)CC3)[nH]c12 ?
Phagocytosis inh: 0; NPY Y2 blocker: -1; BB579 growth dn: 19; E-sel TNF inh: -9; Yeast lifespan up: 3; PTEN del growth: 95; HCT116 bCat-KO: 97; GALR2 antag: -4; MRP1 act: -1.7; Measles CPE: 2

What do the screens show for `CN1CCN(/N=C/c2nc(-c3ccccc3)n3ccccc23)CC1`?
Phagocytosis inh: 1; NPY Y2 blocker: 0; BB579 growth dn: -21; E-sel TNF inh: 8; Yeast lifespan up: -2; PTEN del growth: 101; HCT116 bCat-KO: 83; GALR2 antag: -16; MRP1 act: -2.0; Measles CPE: 3

How did O=C(C1CCCN(S(=O)(=O)c2cccc3nsnc23)C1)N1CCN(c2ccccn2)CC1 (centres undefined) do in these assays?
Phagocytosis inh: 0; NPY Y2 blocker: -1; BB579 growth dn: -10; E-sel TNF inh: -1; Yeast lifespan up: 6; PTEN del growth: 91; HCT116 bCat-KO: 87; GALR2 antag: -10; MRP1 act: -1.3; Measles CPE: 10

How did COCc1cc(C)nc2sc(C(=O)OC)c(N)c12 do in these assays?
Phagocytosis inh: -6; NPY Y2 blocker: 2; BB579 growth dn: -50; E-sel TNF inh: -31; Yeast lifespan up: -14; PTEN del growth: 100; HCT116 bCat-KO: 94; GALR2 antag: -6; MRP1 act: -0.4; Measles CPE: 7

What do the screens show for `CCOC(=O)N1C(=O)c2cc(OC)ccc2S1(=O)=O`?
NPY Y2 blocker: 5; BB579 growth dn: -17; E-sel TNF inh: -3; Yeast lifespan up: -4; PTEN del growth: 96; HCT116 bCat-KO: 101; GALR2 antag: 5; MRP1 act: -0.5; Measles CPE: 5

Results for COc1cccc(NC(=O)C(C)Oc2ccccc2)c1 (centres undefined) ?
Phagocytosis inh: 1; NPY Y2 blocker: 3; BB579 growth dn: -48; E-sel TNF inh: -13; Yeast lifespan up: -16; PTEN del growth: 106; HCT116 bCat-KO: 100; GALR2 antag: 8; MRP1 act: -0.9; Measles CPE: 5

Results for Cc1cccc(N2CN(Cc3ccco3)CNC2=S)c1 ?
NPY Y2 blocker: 1; BB579 growth dn: -29; Yeast lifespan up: 3; PTEN del growth: 95; HCT116 bCat-KO: 89; GALR2 antag: -5; MRP1 act: -0.7; Measles CPE: 7

What do the screens show for `Cc1c(C(=O)N(C)Cc2ccccc2)oc2ccc(S(=O)(=O)N3CCCC3)cc12`?
Phagocytosis inh: 3; NPY Y2 blocker: 2; BB579 growth dn: -24; Yeast lifespan up: -9; PTEN del growth: 72; HCT116 bCat-KO: 68; GALR2 antag: 6; MRP1 act: -0.2; Measles CPE: 81*

What do the screens show for `COc1ccc(-c2nnc(SC(C)C(=O)Nc3nccs3)n2-c2ccccc2)cc1OC` (centres undefined)?
Phagocytosis inh: -2; NPY Y2 blocker: 2; BB579 growth dn: -20; E-sel TNF inh: 9; Yeast lifespan up: 0; PTEN del growth: 90; HCT116 bCat-KO: 88; GALR2 antag: -3; MRP1 act: -4.1; Measles CPE: 4

How did Cc1ccc(NC(=O)CNc2ccc(Cl)c(Cl)c2)cc1S(=O)(=O)N(C)C do in these assays?
NPY Y2 blocker: 0; BB579 growth dn: -22; Yeast lifespan up: -2; PTEN del growth: 22; HCT116 bCat-KO: 17; GALR2 antag: -5; MRP1 act: 0.9; Measles CPE: 6

How did CSc1ccccc1NC(=O)Nc1ccccc1 do in these assays?
Phagocytosis inh: 1; NPY Y2 blocker: 2; BB579 growth dn: -44; E-sel TNF inh: 12; Yeast lifespan up: -24; PTEN del growth: 87; HCT116 bCat-KO: 80; GALR2 antag: 16; MRP1 act: -2.2; Measles CPE: 2

How did CCn1c(NC(=O)c2ccc(F)cc2)c2ccccc2nc1=O do in these assays?
Phagocytosis inh: -2; NPY Y2 blocker: 0; BB579 growth dn: -53; Yeast lifespan up: -3; PTEN del growth: 84; HCT116 bCat-KO: 81; GALR2 antag: 2; MRP1 act: -1.9; Measles CPE: 2

Results for COc1cccc(N=CC2=C(O)CC(C)(C)CC2=O)c1 ?
Phagocytosis inh: -4; NPY Y2 blocker: 3; BB579 growth dn: -26; E-sel TNF inh: -11; Yeast lifespan up: 0; PTEN del growth: 94; HCT116 bCat-KO: 86; GALR2 antag: 22; MRP1 act: -1.6; Measles CPE: 8
